bIAP activator = intestinal alkaline phosphatase (bovine) activation; purified bovine IAP, CDP-star luminescence, 30 min; hits give high values; fold of DMSO-control signal, blank-subtracted; activation factor at 20 µM; 200,000 tested, 0.17% active;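 active = activation factor of 2 or more at 20 µM, a signal rise over negative controls twice the positive control's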
PMI act hi M6P = increases human PMI activity with near-saturating mannose 6-phosphate | P34949 | coupled PMI enzyme assay, resazurin fluorescence, 20 min; hits give high values; 1 = untreated enzyme, 0 = substrate-free blank | activation factor at 20 µM | 190,000 tested, 0.34% active;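 active = activation factor of 2 or more at 20 µM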
Target sequence (P34949 whole entry, looked up): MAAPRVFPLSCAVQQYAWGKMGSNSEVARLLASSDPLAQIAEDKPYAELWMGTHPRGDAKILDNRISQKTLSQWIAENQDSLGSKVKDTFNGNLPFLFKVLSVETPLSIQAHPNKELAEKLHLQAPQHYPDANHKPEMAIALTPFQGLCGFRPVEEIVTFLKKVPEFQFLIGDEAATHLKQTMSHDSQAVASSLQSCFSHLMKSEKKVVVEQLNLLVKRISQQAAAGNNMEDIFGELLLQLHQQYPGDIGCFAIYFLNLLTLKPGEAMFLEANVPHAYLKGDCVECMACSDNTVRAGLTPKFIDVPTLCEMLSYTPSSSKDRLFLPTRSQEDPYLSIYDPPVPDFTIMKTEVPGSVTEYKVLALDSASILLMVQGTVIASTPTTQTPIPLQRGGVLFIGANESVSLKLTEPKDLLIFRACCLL
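Test system: human phosphomannose isomerase with PGI, G6PDH, diaphorase coupling enzymes; amount: 15 ng/mL PMI; incubation: enzyme reaction with compound 20 min at room temperature; technique: resorufin fluorescence (Ex 544/Em 590 nm) from resazurin via diaphorase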
TNAP act hiacc = TNAP (human) activation, high acceptor | P05186 | purified TNAP, CDP-star luminescence, 1 M DEA, 30 min; hits give high values; 0 = EDTA background, 1 = DMSO-only activity | activation factor at 20 µM | 200,000 tested, under 10 active;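 active = activation factor at least 2 at 20 µM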
Target sequence (P05186 whole entry, looked up): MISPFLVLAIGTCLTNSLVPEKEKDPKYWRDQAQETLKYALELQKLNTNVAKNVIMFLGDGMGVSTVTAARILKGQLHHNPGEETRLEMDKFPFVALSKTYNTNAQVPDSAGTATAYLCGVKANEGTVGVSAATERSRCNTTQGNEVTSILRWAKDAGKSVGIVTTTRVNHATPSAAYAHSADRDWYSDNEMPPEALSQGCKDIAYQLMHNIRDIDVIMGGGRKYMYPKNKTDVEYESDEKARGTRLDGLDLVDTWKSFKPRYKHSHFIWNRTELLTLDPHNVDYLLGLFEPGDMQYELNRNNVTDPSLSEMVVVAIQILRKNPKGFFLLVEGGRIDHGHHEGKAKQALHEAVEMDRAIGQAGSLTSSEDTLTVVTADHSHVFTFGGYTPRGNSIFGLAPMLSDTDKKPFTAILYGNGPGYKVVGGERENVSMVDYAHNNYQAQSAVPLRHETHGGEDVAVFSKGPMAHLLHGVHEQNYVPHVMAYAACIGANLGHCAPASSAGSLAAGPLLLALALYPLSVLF
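Dosing: 20 µM single point. System: human TNAP. Amount: TNAP 1/800 final. Incubation: 30 min, room temperature. Read-out: TNAP activation factor scaled between EDTA and DMSO control wells. Signal: luminescence from CDP-star hydrolysis. Medium: 1 M DEA, pH 9.8, Mg2+, Zn2+. Control set: EDTA negative control, DMSO positive control.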
TNAP inh no acc = blocks human TNAP activity with no phosphate acceptor present; purified TNAP, CDP-star luminescence, 30 min; inhibition, % at 20 µM; 200,000 tested, 0.26% active; AID 1012;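 active = tissue-nonspecific alkaline phosphatase inhibition above about 50% at 20 µM in the single-dose screen, limit read from the data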;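 also: 0% = DMSO negative control and 100% = EDTA positive control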
Diaph inh CS = diaphorase inhibition or chemical oxidation counter-screen. diaphorase resazurin-to-resorufin fluorescence, NADH, 16 min; bacterial (C. kluyveri) enzyme, not human. inhibition, % at 20 µM. 190,000 tested, 0.69% active. AID 1217;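 active = primary screen inhibition at 20 µM above a set limit, cut at about 50% in these data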;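 also: plate controls were DMSO with full reaction for no effect and wells lacking NADH for full effect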
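Assay system – diaphorase enzyme from Clostridium kluyveri · Amount – diaphorase 0.14 U/mL (working solution) · Times – reaction incubation of 16 min at room temperature · Controls – No-NADH positive control and DMSO neutral control · Signal – resorufin fluorescence 544/590 nm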
TNAP inh hi DEA = TNAP (human) inhibition, high acceptor | P05186 | 200,000 tested, 0.03% active | inhibition, % at 20 µM | purified TNAP, CDP-star luminescence, 1 M DEA;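 active = over 50% inhibition of tissue-nonspecific alkaline phosphatase at 20 µM in the single-dose screen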;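 also: plate controls were DMSO wells for no effect and EDTA-quenched wells as full inhibition for full effect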
bIAP inh = blocks bovine intestinal alkaline phosphatase activity; 190,000 tested, under 10 active; inhibition, % at 20 µM; AID 1019; purified bovine IAP, CDP-star luminescence, 30 min;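 active = over 50% inhibition of intestinal alkaline phosphatase at 20 µM in the single-dose screen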
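System: Purified bovine intestinal alkaline phosphatase (IAP) enzyme | Input: IAP diluted 1/65,000,000 in the well | Also added: CDP-star chemiluminescent phosphatase substrate, 30 µM final | Dosing: 20 µM single dose | Times: Enzyme reaction for 30 min at room temperature | Detection: Luminescence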
Lmaj promast = Leishmania major promastigote growth inhibition. Leishmania major promastigotes, resazurin fluorescence viability. inhibition, % at 10 µM. 200,000 tested, 9% active. AID 1063; in the data active = inhibition above about 50%;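 also: promastigotes grown with compound for 44 hours at 28 °C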
Diaph act CS = diaphorase activation or chemical reduction counter-screen | 190,000 tested, 0.005% active | activation factor at 20 µM | Diaphorase/resazurin coupled assay, resorufin fluorescence, 16 min; hits give high values; 1 = vehicle wells, 0 = NADH-free wells | AID 1229;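 active = diaphorase activity raised at least twofold by the compound at 20 µM; inactive = activation factor below 2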
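Measured by – red resorufin fluorescence at 544/590 nm excitation/emission · Test system – Clostridium kluyveri diaphorase, purified enzyme · Incubation – reaction time 16 min, room temperature · Buffer or medium – 50 mM HEPES pH 7.4 with 4.542 mM MgCl2, 0.005% Tween 20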
PMI act = activators of human phosphomannose isomerase; P34949; purified human PMI, coupled resazurin fluorescence, 20 min; hits give high values; 1 = vehicle control, 0 substrate-free wells; activation factor at 20 µM; 190,000 tested, 0.005% active; AID 1214;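 active = activation factor of 2 or more at 20 µM, relative to plate controls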
* marks the source's active call; other numbers are inactive results; . = no result given. Random draw from the library. Share with any hit: about 10%.

SMILES	bIAP activator	PMI act hi M6P	TNAP act hiacc	TNAP inh no acc	Diaph inh CS	TNAP inh hi DEA	bIAP inh	Lmaj promast	Diaph act CS	PMI act
CC1CCCN(CCOc2ccc3ccccc3c2Br)C1 (configuration not stated)	0.9	0.9	1.1	-22	15	-8	14	88*	0.9	0.9
CCOC(=O)C(C)Oc1ccc2c(CC)cc(=O)oc2c1C (configuration not stated)	1	1	1.1	-8	14	-6	0	14	0.9	1
Clc1ccc(Cn2cc(Br)cn2)cc1Cl	0.7	0.9	1.1	-10	21	-6	25	-2	0.8	0.8
COc1ccc(N2C(=O)CSC23C(=O)Nc2ccccc23)cc1OC (configuration not stated)	1	0.9	1.1	-11	18	-6	-4	-2	0.8	0.9
COc1ccc(C(CNc2ccc(S(=O)(=O)N3CCCC3)cc2[N+](=O)[O-])N2CCCC2)cc1 (configuration not stated)	1	0.9	0.9	1	13	5	-3	30	0.9	0.9
O=C(NCc1n[nH]c(=S)n1-c1ccc(F)cc1)c1ccc(S(=O)(=O)N2CCCC2)cc1	0.9	1	1	5	6	2	9	-5	0.9	1
CCOC(=O)c1csc(NC(=O)c2ccc(C#N)cc2)n1	1.1	1	1.1	-5	4	-5	-5	5	1	1.1
CSc1nnc(-c2ccc(O)cc2)n1C	1	1	1.1	-12	20	-8	2	-6	0.8	1
CCOC(=O)c1c(CN2CCOCC2)oc2ccc(OC)cc12	1	1	1	-4	16	0	1	1	0.8	0.9
N/C(=N\OC(=O)c1ccc(Br)o1)c1cccnc1	1	1.2	1	-4	2	-3	1	-3	1	1.4
COc1ccc(CN(C(=O)CN2C(=O)COc3ccccc32)C2CCCC2)c(OC)c1	0.9	0.9	1	-9	13	0	7	14	0.9	0.9
Cc1cccc(NC(=O)CSc2nc(NS(=O)(=O)c3ccccc3)cc(=O)[nH]2)c1	1.2	1	1.1	-11	-4	-10	-16	24	1	1
COCc1ccc(C(=O)N2CCCC(CCC(=O)NCc3ccccc3F)C2)o1 (configuration not stated)	0.9	1	1.1	-7	3	-6	9	0	1	1
CCC(N=c1cc(-c2ccc(OC)c(OC)c2)oc2ccc(C)cc12)C(=O)O (configuration not stated)	0.9	1.1	1	-15	-7	1	5	32	1.1	1
CCOc1ccc(C(=O)NCC2OCCc3ccccc32)cc1 (configuration not stated)	0.9	0.9	1	-8	19	0	13	-4	0.8	0.9
COCCNC(=O)c1ccc(C(=O)NCCOC)s1	0.9	0.9	1.1	-18	17	-6	13	-5	0.8	0.9
CC(Sc1nnc(N)s1)C(=O)Nc1ccc(N2CCOCC2)cc1 (configuration not stated)	1	1	1	-3	0	-3	2	12	1	1
O=C(Nc1ccccc1Cl)N1CCN(Cc2ccc3c(c2)OCO3)CC1	0.9	1.1	1	-9	-1	2	6	6	1	1.1
CCN(CC)CCN(C(=O)c1ccc(CN2CCCCC2)o1)C(C(=O)NC1CCCCC1)c1ccc(F)cc1 (configuration not stated)	1.1	.	1.1	-29	.	-9	-14	27	.	.
O=S(=O)(c1cc(C(F)(F)F)ccc1Cl)N1CCCCCC1	0.8	1	1	-10	2	-5	16	0	1	1
CC(C)c1ccc(C2CC(=O)c3cnc(N4CCc5ccccc5C4)nc3C2)cc1 (configuration not stated)	0.9	0.8	1	-7	13	0	14	-3	0.9	0.9
O=C(Nc1ccc2ncccc2c1)c1cc(Cl)ccc1Cl	0.8	1.2	1	-6	6	-3	15	16	0.9	1.2
N#Cc1c[nH]n2c(=O)c3c(nc12)CCCC3	1	1	1	2	14	0	2	-4	0.9	1.1
CC(=O)Nc1cccc(NC(=S)Nc2cccc(Cl)c2C)c1	1	0.9	1	5	-15	5	-5	29	1.1	1

Entries shown so far that have a furan ring, fused or not (four):
SMILES	bIAP activator	PMI act hi M6P	TNAP act hiacc	TNAP inh no acc	Diaph inh CS	TNAP inh hi DEA	bIAP inh	Lmaj promast	Diaph act CS	PMI act
CCOC(=O)c1c(CN2CCOCC2)oc2ccc(OC)cc12	1	1	1	-4	16	0	1	1	0.8	0.9
N/C(=N\OC(=O)c1ccc(Br)o1)c1cccnc1	1	1.2	1	-4	2	-3	1	-3	1	1.4
COCc1ccc(C(=O)N2CCCC(CCC(=O)NCc3ccccc3F)C2)o1 (configuration not stated)	0.9	1	1.1	-7	3	-6	9	0	1	1
CCN(CC)CCN(C(=O)c1ccc(CN2CCCCC2)o1)C(C(=O)NC1CCCCC1)c1ccc(F)cc1 (configuration not stated)	1.1	.	1.1	-29	.	-9	-14	27	.	.

Other structures follow:
SMILES	bIAP activator	PMI act hi M6P	TNAP act hiacc	TNAP inh no acc	Diaph inh CS	TNAP inh hi DEA	bIAP inh	Lmaj promast	Diaph act CS	PMI act
Cc1cc(=O)oc(C)c1C(=O)n1nc(C)c2c1C[C@@H]1[C@H]2C1(C)C	1	1	1	-10	12	-4	2	14	0.9	1.2
CCN(CC)C(=O)c1cccc(-c2ccc(OC)cc2)c1	0.9	0.9	1	-10	14	-1	10	1	0.9	0.8
COc1ccc(OCC(=O)OCCN(C)C)cc1	1	1.1	1	-8	6	-3	-2	-4	0.9	0.9
COc1ccc(CCNC2CC(=O)N(CCc3ccccc3)C2=O)cc1 (configuration not stated)	1.1	1	1	-4	12	-3	-8	-1	0.9	0.9
COc1ccc(N2CC(C(=O)OCC(=O)c3ccccc3)CC2=O)cc1 (configuration not stated)	1	1	1	-9	12	-3	1	-5	0.9	1
O=C(O)CNC(=O)c1nc(-c2ccccc2)n(-c2ccccc2)n1	0.9	1	1	-6	10	-3	13	-4	0.9	1
COc1ccc(N2C(=NC(C)=O)SC3CS(=O)(=O)CC32)cc1OC (configuration not stated)	0.8	1	1.1	-13	8	-5	20	-6	0.9	1
CCOc1ccc(N2C(=O)CC(N)C2=O)cc1 (configuration not stated)	1.2	1.2	1	-1	-4	-1	-22	7	1	1.2
O=c1cc(CSc2nnnn2-c2ccc(O)cc2)nc2sccn12	1.1	1	1	-3	-6	-3	-13	4	1.1	1.3
O=C(O)c1ncn(Cc2ccc(Br)cc2)c1C(=O)O	1.2	1	1	-6	7	0	-17	-4	0.9	1.1
Cc1ccc(-c2nn3c(C)nnc3s2)cc1NC(=O)c1ccc(-c2cccc(Cl)c2)o1	1	1	1	1	25	-1	2	15	0.7	1.1
O=C(Nc1ccccn1)c1onc2c1CCCC2	0.5	0.9	1	-6	5	-3	46	-9	0.9	0.9
Cc1ccc(Nc2nc(OC(C(F)(F)F)C(F)(F)F)nc(N3CCOCC3)n2)cc1	1	1	1	-6	13	-3	0	33	0.9	1
CS(=O)(=O)N(CC(=O)Nc1ccccc1C(=O)NCc1ccco1)c1ccccc1F	1	1	1	-4	6	1	2	-4	0.9	1
CCOC(=O)C1=C(C)N=C2SCCC(=O)N2C1c1ccc(C(=O)OC)cc1 (configuration not stated)	1	1.1	1	-9	9	-3	0	-1	0.9	1
O=S(=O)(c1ccc(F)c(Cl)c1)N1CCCC1	0.9	1	1.1	-7	-5	-6	8	-4	1	1
COc1cc(NC(=O)c2cc3nc(C)cc(C)n3n2)c(OC)cc1Cl	1	1	1.1	-2	2	-8	2	26	1	0.9
CCOC(=O)C1C(c2cccc(Cl)c2Cl)NC(=O)NC1(O)C(F)(F)F (configuration not stated)	1	1	1	-6	4	0	-2	3	1	0.9
COCc1c(Br)c(C)[nH]c(=O)c1C#N	0.9	1.1	1.1	-11	13	-7	10	-5	0.9	1
CC(C1CC1)N(Cc1ccccc1)C(=O)NC(=O)c1ccccc1 (configuration not stated)	1	1	1	-10	6	-4	4	33	0.9	1
Cc1ccc(CC(=O)N2CCN(C(=O)c3ccco3)CC2)cc1	0.9	1.2	1	-12	-4	-4	10	-12	1	1.4
O=c1cc(N2CCCC2)c(-c2ccccc2)n[nH]1	0.9	0.8	1	-10	6	-3	13	-3	0.9	0.9
CCNc1nc(NC(C)(C)C)nc(N(C#N)CC)n1	1	0.9	1	-4	7	3	-3	10	0.9	0.9
CCOC(=O)CC(=O)CSc1ccc2nnc(-c3ccc(C)cc3)n2n1	1	1	1	-10	22	-4	4	2	0.8	1
O=C(Nc1ccc2oc(-c3ccccc3)nc2c1)C1CCCO1 (configuration not stated)	0.9	1	1	-3	4	2	12	3	1	1.1
Cc1cc(C2C(=O)CC(=O)CC2c2ccccc2)on1 (configuration not stated)	1.1	1	1	-10	16	-4	-15	4	0.8	1
O=C(CCn1cnnn1)Nc1ccc(Cl)cc1Cl	1.1	0.9	1	-18	2	-5	-8	-4	1	0.9
Cc1ccc(CNC(=O)CCC2CCCN(C(=O)c3ccc4c(c3)OCO4)C2)o1 (configuration not stated)	1.1	0.9	1	-2	14	2	-5	-3	0.9	1
CCCC(=O)Nc1ncnc2c1ncn2[C@@H]1O[C@@H]2COP(=O)(O)O[C@H]2[C@H]1OC(=O)CCC	0.9	1.1	1	-6	-3	2	10	-6	1	1
O=C(Cn1cc(C(=O)c2cccs2)c2ccccc21)NCc1ccc2c(c1)OCO2	0.8	1	1.1	-6	21	-11	23	1	0.8	0.9
COCCNC(=O)c1ccc2ccccc2n1	0.9	0.9	1	-7	15	-1	12	-6	0.9	0.9
Cc1cccc(NC(=O)CN(c2ccc(F)cc2)S(C)(=O)=O)c1	1.1	.	1	-4	.	-1	-6	-2	.	.
COc1ccccc1NC(=S)Nc1ccc2cn[nH]c2c1	0.9	0.5	1	-28	19	-5	6	22	0.8	0.6
C/C(N)=C(/C#N)C(=O)CSc1nnc(COc2ccccc2Cl)o1	2.1*	1	1	-2	3	-1	-108	-2	1	0.9
O=C(OCCNC(=O)c1ccc2ccccc2n1)c1ccc(F)cc1	0.9	1	1	-3	10	0	8	-6	0.9	1
COCCCN1CC23C=CC(O2)C(C(=O)O)C3C1=O (configuration not stated)	1	1	1.1	-12	8	-8	1	-5	0.9	1
COc1ccc(N2CCN(C(=O)CSc3nnc4c(C)cc5cc(C)ccc5n34)CC2)cc1	0.9	0.9	1.1	-17	43	-5	14	18	0.6	0.8
CCOC(=O)c1c(NC(=O)c2ccccc2Cl)sc2c1CCc1ccccc1-2	0.8	0.8	1	-7	10	-1	21	-4	0.9	0.6

Bioassay records as filed in PubChem.
